Avidin fluor: green autofluorescence of compounds with avidin beads – biophysical, 488/530 nm, flow cytometry, artefact control, profiling panel | 220,000 compounds, 0.38% hits | compound fluorescence 488/530 nm; stronger effect = higher value | fluorescence (KMESF) at 10 µM; in the data active means fluorescence above about 47; further: inactives centre near 10
Bcl-XL Bim block: inhibitors of Bim-Bcl-XL binding, primary screen, biochemical, multiplexed, bead flow cytometry, human Bcl-XL | inhibition, % at 10 µM | Bcl-2-like protein 1 (Homo sapiens), Q07817 | Bim peptide-Bcl-XL binding, fluorescence | 190,000 compounds, 0.04% hits | AID 1007, 2008
ABCB1 inh: ABCB1 efflux pump inhibitors, primary screen, cell-based, multiplex, flow cytometry, ABCG2 counter-screen; ATP-dependent translocase ABCB1 (Homo sapiens), P08183; 190,000 compounds, 0.067% hits; CCRF-Adr cells, JC-1 efflux; inhibition, % at 6.6 µM; in the data active means inhibition above about 40%;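 further: 0% = vehicle and 100% = reference inhibitor; higher value means more JC-1 retained so stronger ABCB1 efflux block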
GSH bead fluor: compound fluorescence on glutathione beads, profiling panel, artefact control, biophysical, 488/530 nm, flow cytometry; GSH beads flow cytometry, compound fluorescence 488/530 nm; stronger effect = higher value; fluorescence (KMESF) at 10 µM; 190,000 compounds, 0.25% hits; in the data active means fluorescence above about 89;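 further: glutathione beads carrying GST-tagged Bcl family fusion proteins plus one bare bead set; values are compound well signal with DMSO vehicle wells as background; inactives centre near 16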
Bfl-1 Bim block: inhibitors of Bim binding to Bfl-1, primary screen, biochemical, multiplexed, bead-based flow cytometry; inhibition, % at 10 µM; Bcl-2-related protein A1 (Homo sapiens), Q16548; Bim-Bfl-1 binding inhibition; 190,000 compounds, 0.12% hits;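 further: 0% = wells without compound plus tracer and 100% = blocker peptide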
Bim-Bcl-W: inhibitors of Bim binding to Bcl-W, primary screen, biochemical, multiplexed, bead-based flow cytometry | Bcl-2-like protein 2 (Homo sapiens), Q92843 | Bim peptide-Bcl-W binding | inhibition, % at 10 µM | 190,000 compounds, 0.02% hits | AID 952, 2007;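 further: 0% = bound tracer without compound and 100% = peptide blocker; higher means less fluorescent Bim peptide bound to Bcl-W beads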
ABCG2 block: ABCG2 efflux pump inhibitors, primary screen, multiplex with ABCB1, IgMXP3 cells, flow cytometry; Broad substrate specificity ATP-binding cassette transporter ABCG2 (Homo sapiens), Q9UNQ0; JC-1 efflux; inhibition, % at 6.6 µM; 190,000 compounds, 0.1% hits;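 active means inhibition above 80%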;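 further: 0% = DMSO and 100% = nicardipine control wells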
Target sequence (Q9UNQ0 whole entry, looked up): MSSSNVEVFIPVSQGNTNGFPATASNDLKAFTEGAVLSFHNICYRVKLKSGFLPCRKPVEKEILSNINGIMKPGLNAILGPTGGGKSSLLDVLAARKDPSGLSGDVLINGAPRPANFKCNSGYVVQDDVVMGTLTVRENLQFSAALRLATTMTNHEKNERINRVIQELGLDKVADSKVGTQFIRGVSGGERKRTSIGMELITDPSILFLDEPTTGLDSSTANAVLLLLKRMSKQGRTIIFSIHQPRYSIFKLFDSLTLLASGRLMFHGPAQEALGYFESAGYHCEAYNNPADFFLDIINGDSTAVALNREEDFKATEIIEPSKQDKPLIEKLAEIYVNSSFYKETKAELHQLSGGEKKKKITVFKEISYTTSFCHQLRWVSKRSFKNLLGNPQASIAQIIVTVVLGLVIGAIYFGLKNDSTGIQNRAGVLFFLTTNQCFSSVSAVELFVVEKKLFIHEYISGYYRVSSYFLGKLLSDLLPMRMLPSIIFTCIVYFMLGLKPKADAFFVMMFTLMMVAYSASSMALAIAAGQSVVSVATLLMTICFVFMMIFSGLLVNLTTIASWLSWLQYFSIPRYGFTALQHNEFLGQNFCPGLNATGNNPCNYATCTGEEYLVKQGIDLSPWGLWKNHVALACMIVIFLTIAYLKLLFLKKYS
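Test system: IgMXP3 (ABCG2) plus far-red-tagged CCRF-Adr (ABCB1) cells / Amount: 3 million cells/mL in well / Reagent: JC-1 transporter substrate / Timing: 10 min compound exposure, 25 °C / Signal: flow cytometry, 530 nm JC-1 signal / Read-out: percent efflux inhibition, scaled nicardipine 100% to DMSO 0% / Benchmarks: nicardipine as high control, DMSO as low control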
Bim-Bcl-B: inhibitors of Bim-Bcl-B binding, primary screen, biochemical, multiplexed, human Bcl-2 family; Bcl-2-like protein 10 (Homo sapiens), Q9HD36; bead-based flow cytometry, Bim peptide-Bcl-B binding; inhibition, % at 10 µM; 190,000 compounds, 0.073% hits; AID 951, 2007;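 further: 0% = tracer peptide without compound and 100% = reference inhibitor peptide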
RGS4-Gao reg: modulators of RGS4 binding to Galphao, primary screen, biochemical, multiplexed bead flow cytometry. Guanine nucleotide-binding protein G(o) subunit alpha (Homo sapiens), P09471. 220,000 compounds, 0.33% hits. actives lie on both sides. binding response (% of control), % at 10 µM. AID 1415, 2008; in the data active means binding response below about 49% or above about 150%; inactive means in between;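 further: fluorescent Galphao activated with aluminum fluoride binding bead-coupled RGS4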
RGS7-Gao: RGS7-Galphao binding modulators, primary screen, biochemical, multiplexed bead flow cytometry. Guanine nucleotide-binding protein G(o) subunit alpha (Homo sapiens), P09471. actives lie on both sides. binding response (% of control), % at 10 µM. 220,000 compounds, 0.35% hits. AID 1439, 2008; in the data active means binding response below about 49% or above about 150%; inconclusive means no clear call, values can overlap the other calls; inactive means in between;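 further: fluorescent Galphao held in activated GDP-AlF4 state binding bead-coupled RGS7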
Bim-Bcl-2: inhibitors of Bim-Bcl-2 binding, primary screen, biochemical, multiplexed, human Bcl-2 family | Bead-based flow cytometry, Bim peptide-Bcl-2 binding | 190,000 compounds, 0.06% hits | inhibition, % at 10 µM | Apoptosis regulator Bcl-2 (Homo sapiens), P10415; in the data active means inhibition above about 40%; inconclusive means no clear call, values can overlap the other calls;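 further: 0% = no compound wells with probe peptide and 100% = reference peptide inhibitor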
Target sequence (P10415 whole entry, looked up): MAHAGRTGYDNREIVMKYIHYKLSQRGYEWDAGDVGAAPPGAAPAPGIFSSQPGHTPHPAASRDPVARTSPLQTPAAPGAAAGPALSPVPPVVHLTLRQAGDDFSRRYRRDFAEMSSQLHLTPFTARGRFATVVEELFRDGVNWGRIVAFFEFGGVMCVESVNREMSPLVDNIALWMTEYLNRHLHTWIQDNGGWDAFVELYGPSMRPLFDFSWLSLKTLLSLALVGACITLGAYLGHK
* marks the source's active call; other numbers are inactive results; ? = inconclusive. Unless noted, no stated cut-off is given here; in the data, active means inhibition above about 40%.

Results follow in this order: Avidin fluor, Bcl-XL Bim block, ABCB1 inh, GSH bead fluor, Bfl-1 Bim block, Bim-Bcl-W, ABCG2 block, Bim-Bcl-B, RGS4-Gao reg, RGS7-Gao, Bim-Bcl-2
Cc1sc(-c2ccncc2)nc1OC(=O)c1ccc(Cl)cc1
  26, -6, 0.1, 21, -13, 0, 0, -9, 101, 99, -7
CCN(CC)CCCOc1ccc(C)cc1Br
  11, -5, 0.5, 23, -11, 0, 0, -5, 99, 98, -7
COCCOc1nc2c(c(=O)n(C)c(=O)n2C)n1CCc1ccccc1
  13, 0, 1.1, 63, -1, 3, 5, -1, 97, 102, 0
CC(=O)N(CCCCN1C(=O)c2ccccc2C1=O)c1ccc(C)cc1
  11, -3, -5.3, 12, -11, 0, -4, -4, 100, 100, -10
COc1ccc(/C=N/NC(=O)CN(C2=NS(=O)(=O)c3ccccc32)c2ccccc2)cc1
  15, -5, 0.1, 6, 0, -3, -6, -4, 102, 101, -2
CC(=O)NS(=O)(=O)c1ccc(N=c2ssc3c2-c2ccc(C)cc2NC3(C)C)cc1
  13, -6, -0.1, 11, 2, 0, -2, -3, 101, 101, 0
COc1ccc(OC)c(NC(=S)NN2CCOCC2)c1
  31, -3, 0.7, 17, -2, 0, 3, 0, 93, 95, 0
O=C1C=C(NCc2ccccc2)c2ccccc2C1=O
  10, -3, 1.2, 10, -5, -2, 6, -3, 100, 100, 0
CCOc1cccc2sc(N(CCCN(C)C)C(=O)Cc3ccccc3)nc12
  8, 0, 0.9, 10, -1, 0, 0, -5, 103, ?, 0
CC(=O)NS(=O)(=O)c1cccnc1Nc1ccc(Cl)cc1
  14, -9, 0.5, 30, -8, 2, 2, -5, 102, 100, -5
Cc1cc(C)c2nc(SCC(=O)N3CCCCC3)c(C#N)cc2c1
  6, 0, 0.2, 58, -13, 0, 1, -3, 100, 104, -7
CCOc1cc(/C=C2\CCC/C(=C\c3cc(Cl)c(O)c(OCC)c3)C2=O)cc(Cl)c1O
  32, 1, 0.7, 7, 5, 1, 1, 0, 102, 101, 3
Cc1ccc(/C=N/n2c(C)nnc2C)s1
  19, 3, 0.3, 15, -1, 1, 2, 0, 115, 108, -4
COc1ccc(C2C=C(C34CC5CC(CC(C5)C3)C4)NC(=S)N2)cc1OC (stereo unspecified)
  13, -8, 0.8, 16, -7, -8, 5, -9, 101, 97, -4
O=C(c1ccc(-c2ccc(Cl)cc2Cl)o1)N1CCOCC1
  6, 0, -0.1, 21, 0, -1, 1, 1, 98, 100, 0
O=C(CSc1nc2ccccc2[nH]1)Nc1c(F)cccc1F
  11, -1, 0.6, 25, -1, 0, 2, -2, 101, 98, -5
Cc1cc(C(F)(F)F)n2nc(-c3cnn(C)c3C(F)(F)F)c(Cl)c2n1
  7, 2, 0.8, 15, 2, 2, 13, 1, 100, 101, 0
CSc1ccc(C2c3[nH]c4ccccc4c3CCN2C(=O)c2ccnn2C)cc1 (stereo unspecified)
  8, 1, 0.4, 17, -2, -1, 1, -2, 90, 91, -3
COc1cc(NC(=O)c2c(Cl)cnn2C)c(OC)cc1Cl
  10, -3, 0.5, 51, -14, -2, 4, -6, 99, 98, -10
COCCSc1ccccc1C(=O)NCCc1ccccc1
  7, 0, 3.5, 12, -3, -2, 29, 0, 99, ?, 0
Cc1noc(C)c1COC(=O)c1cc(F)c(F)cc1Cl
  10, -4, 0.3, 48, 3, 0, 1, 0, 94, 93, -1
CC(=O)Cc1nsc(NC(=O)c2oc(-c3ccccc3Cl)cc2C)n1
  21, -1, 0.1, 9, -7, 0, 3, -3, 98, 99, -1
O=C(O)c1cccc2cccnc12
  13, -8, 0.1, 27, -18, -1, -5, -6, 102, 101, -13
CCCOc1ccccc1Cn1c(=O)oc2ccc(C)cc21
  5, -8, 0.1, 39, -10, 3, 1, -5, 97, 92, -5
O=Cc1ccc(OC(=O)C2CC(=O)N(c3ccc(F)cc3)C2)cc1 (stereo unspecified)
  18, 0, 0.6, 11, 0, 0, 2, 2, 99, 107, 1
CCN(CC)c1ccc(C(=O)N/N=C(\C)c2ccc(O)cc2)cc1
  12, -1, 0.2, 8, 0, -2, 1, -3, 100, 102, -1
O=C1CCc2cc(S(=O)(=O)N3CCC(C(=O)NC4CCCCCCC4)CC3)ccc2N1
  8, -3, 0.6, 13, -13, -2, 2, -7, 100, 97, -11
CCOC(=O)C=C1CCN(c2ncc(C(F)(F)F)cc2Cl)CC1
  8, -16, -0.1, 44, -11, -1, 0, -5, 94, 94, -9
CCN(Cc1ccccc1)C(=O)COC(=O)c1cc(S(=O)(=O)Nc2c(C)n(C)n(-c3ccccc3)c2=O)ccc1C
  8, -3, 0.1, 14, -5, -1, 2, 0, 101, ?, -1
COc1ccccc1NC(=O)NS(=O)(=O)c1ccc(C)cc1
  4, 0, -0.6, 35, -10, -5, 0, -9, 101, 101, -11
Cc1ccc([N+](=O)[O-])cc1NC(=O)c1ccc(CSc2ccccc2)cc1
  24, -12, 0.2, 11, -5, -3, 46, -12, 101, 103, -5
CCCC12CN3CCN(CC(C3)/C1=N\NC(=O)c1ccc(C(C)(C)C)cc1)C2
  10, -7, 0.6, 12, -17, -4, 4, -10, 100, 94, -11
NC(=O)c1cn(-c2ccccc2)nc1-c1cc2ccccc2oc1=O
  13, 0, 0.7, 21, -1, -1, 2, 0, 101, 99, -2
CCCCOc1ccc(-c2nnc(N)s2)cc1
  6, -7, 0.2, 19, -1, -6, 2, -17, 90, 92, -2
c1ccc2c(c1)ncn2Cc1nnc2sc(-c3ccc4c(c3)OCO4)nn12
  29, 3, 0.8, 45, 2, 2, 2, -3, 99, 101, 1
O=C(CSc1nc2ccccc2n1CC(=O)NCc1ccccc1)NCc1ccco1
  4, 0, -0.1, 27, -3, 2, 0, -4, 101, 102, -1
Cc1c(CN2CCCC(CO)(Cc3cccc(Cl)c3)C2)cnn1C (stereo unspecified)
  10, -1, 0.7, 24, -5, 2, 1, -2, 100, 103, 0
CCN(CC)S(=O)(=O)c1cccc(NC(=O)C2SC(=Nc3ccc(C)cc3C)C(C(=O)NCC3CCCO3)=C2N)c1 (stereo unspecified)
  11, -3, 0.2, 13, -14, 2, 5, -11, 102, 101, -12
O=C(Nc1cccc(F)c1)c1cccc(S(=O)(=O)N2CCOCC2)c1
  38, 1, -0.5, 25, -14, 1, 7, -6, 102, 102, -11
CCOC(=O)C1(Cc2cccc(F)c2)CCN(C(=O)C2CCCO2)CC1 (stereo unspecified)
  3, -3, 0.1, 11, -1, -4, -2, -2, 106, 99, -3
CCOC(=O)C1CCN(C(=O)C2CCN(S(=O)(=O)N3CCCC3)CC2)CC1
  14, -2, 0.4, 18, -1, -1, 1, -2, 100, 99, -4
CCCCC(=O)NC1(C(F)(F)F)C(=O)N(CC(C)C)C2=C1C(=O)CC(C)(C)C2 (stereo unspecified)
  7, 1, 1.7, 25, -1, 0, 5, 1, 99, 100, 1
CCCCn1c(SCC(=O)OC)nc2c1c(=O)n(C)c(=O)n2C
  16, -3, 0.9, 12, -2, -1, 2, -3, 110, 110, -2
COC(=O)Cn1cnc2c(C#N)c3n(c2c1=O)CCCCC3
  13, 0, 1.0, 26, 2, 1, 4, -1, 100, 101, -1
CCc1cccc(NC(=O)C2CCN(S(=O)(=O)c3c(C)noc3C)CC2)c1
  8, -1, 0.0, 14, -6, -1, 9, -4, 102, 103, -2
CSc1ccc(/C=C(/NC(=O)c2ccc(C)cc2)C(=O)Nc2cccc(C)c2)cc1
  8, -6, -0.4, 6, 0, -2, -12, -4, 91, 89, 3
CC(C)N1CCC(=NNC(=O)c2ccccc2[N+](=O)[O-])CC1
  11, -4, 1.0, 13, -16, 0, 9, -6, 99, 97, -8
O=C(Cc1csc(N2CCOCC2)n1)N/N=C/c1cccc(O)c1
  12, -2, 0.1, 13, -11, 2, 0, -3, 94, 94, -3
CCOC(=O)CSc1nc(C)c2cc(OC)ccc2n1
  37, -2, 0.3, 13, 0, -2, 2, -5, 100, 99, -1
Cc1nc(SCC(=O)NCc2cccs2)nc(C)c1C
  12, -2, 0.1, 15, -3, 0, 1, -6, 100, 102, -3
CC(C)N1CC(C(=O)O)CC1=O (stereo unspecified)
  13, -8, 1.3, 37, -14, 1, 2, -5, 101, 105, -7
COc1ccc(Oc2c(C)oc3c(CN(C)C)c(O)ccc3c2=O)cc1
  9, -2, 0.3, 16, -1, 0, 1, -4, 98, 99, -2

Entries from the list above that contain an aryl methoxy group, in the order listed:
Results follow in this order: Avidin fluor, Bcl-XL Bim block, ABCB1 inh, GSH bead fluor, Bfl-1 Bim block, Bim-Bcl-W, ABCG2 block, Bim-Bcl-B, RGS4-Gao reg, RGS7-Gao, Bim-Bcl-2
COc1ccc(/C=N/NC(=O)CN(C2=NS(=O)(=O)c3ccccc32)c2ccccc2)cc1
  15, -5, 0.1, 6, 0, -3, -6, -4, 102, 101, -2
COc1ccc(OC)c(NC(=S)NN2CCOCC2)c1
  31, -3, 0.7, 17, -2, 0, 3, 0, 93, 95, 0
COc1ccc(C2C=C(C34CC5CC(CC(C5)C3)C4)NC(=S)N2)cc1OC (stereo unspecified)
  13, -8, 0.8, 16, -7, -8, 5, -9, 101, 97, -4
COc1cc(NC(=O)c2c(Cl)cnn2C)c(OC)cc1Cl
  10, -3, 0.5, 51, -14, -2, 4, -6, 99, 98, -10
COc1ccccc1NC(=O)NS(=O)(=O)c1ccc(C)cc1
  4, 0, -0.6, 35, -10, -5, 0, -9, 101, 101, -11
CCOC(=O)CSc1nc(C)c2cc(OC)ccc2n1
  37, -2, 0.3, 13, 0, -2, 2, -5, 100, 99, -1
COc1ccc(Oc2c(C)oc3c(CN(C)C)c(O)ccc3c2=O)cc1
  9, -2, 0.3, 16, -1, 0, 1, -4, 98, 99, -2

Screens deposited in PubChem by NMMLSC.

This is a random part of the collection; about 1.3% have a hit in one of these screens.
